ABHD5-PLIN5 inh: inhibitors of human ABHD5-perilipin-5 interaction. inhibition, % at 4 µM. Split G. princeps luciferase complementation, luminescence, 4 h. actives 0.78% (n = 360,000). AID 602281. Q00G26+Q8WTS1;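 active means inhibition above the mean inhibition across every tested compound plus 3 SD, cut at about 22% in these data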;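 further: 0% = DMSO only wells and the 100% control is not disclosed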
Target sequence (Q00G26 whole entry, looked up): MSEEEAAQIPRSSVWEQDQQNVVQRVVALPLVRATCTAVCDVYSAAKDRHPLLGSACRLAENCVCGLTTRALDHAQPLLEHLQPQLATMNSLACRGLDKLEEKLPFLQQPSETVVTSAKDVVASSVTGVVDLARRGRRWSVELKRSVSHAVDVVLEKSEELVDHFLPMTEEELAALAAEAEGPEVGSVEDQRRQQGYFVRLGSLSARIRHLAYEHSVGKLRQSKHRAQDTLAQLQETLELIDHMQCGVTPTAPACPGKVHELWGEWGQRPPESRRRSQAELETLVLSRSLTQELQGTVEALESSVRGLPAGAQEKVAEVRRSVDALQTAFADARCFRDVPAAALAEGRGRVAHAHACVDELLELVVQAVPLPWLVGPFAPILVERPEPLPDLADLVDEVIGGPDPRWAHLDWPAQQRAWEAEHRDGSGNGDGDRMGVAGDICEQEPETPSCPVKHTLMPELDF
Target sequence (Q8WTS1 whole entry, looked up): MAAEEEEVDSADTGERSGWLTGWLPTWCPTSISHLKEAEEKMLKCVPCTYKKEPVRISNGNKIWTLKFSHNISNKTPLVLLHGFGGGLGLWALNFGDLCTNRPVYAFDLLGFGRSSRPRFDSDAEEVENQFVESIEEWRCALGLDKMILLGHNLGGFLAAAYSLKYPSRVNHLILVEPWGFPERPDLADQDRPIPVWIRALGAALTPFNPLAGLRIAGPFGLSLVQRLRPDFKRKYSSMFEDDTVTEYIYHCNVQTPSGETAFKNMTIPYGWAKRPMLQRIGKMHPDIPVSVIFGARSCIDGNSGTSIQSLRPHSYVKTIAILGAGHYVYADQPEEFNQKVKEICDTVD
Vif imaging: blocks HIV Vif function; HEK293T cells, Vif self-association by quenched fluorescence, imaging, 24 h; inhibition, % at 7.49 µM; actives 0.35% (n = 340,000); AID 602346; in the data active means inhibition above about 50%, passing the limit was not always enough; inconclusive means no clear call, values can overlap the other calls; inactive means below about 31%; further: some results filed as inactive read as strong as hits
MC4R antag cAMP: blocks human MC4R cAMP signaling; AID 540295; P32245; inhibition, % at 6.5 µM; actives 0.48% (n = 360,000); MC4R-expressing cells, MTII-stimulated cAMP, LANCE TR-FRET;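 active means inhibition above its plate's cutoff, the mean of tested wells on that plate plus 3 SD, cut at about 29% in these data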;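 further: 0% = Melanotan II alone and 100% = Melanotan II plus saturating MCL0020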
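System: U2OS cells stably expressing human melanocortin 4 receptor (MC4R). Reagent: Melanotan II challenge after compound preincubation. Doses: 6.5 µM. Times: 30-min compound, 1-h challenge, 1-h detection, room temperature. Measured by: TR-FRET with Eu-cAMP and labeled anti-cAMP, 671 nm. Replicates: singlicate.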
ABCB6 inh 2: blocks the human ABCB6 transporter; Q9NP58; K562-ABCB6 porphyrin accumulation, flow cytometry, 1 h; hits give low values; fluorescence ratio to DMSO, % at 10 µM; actives 0.19% (n = 360,000); AID 602162;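 active means fluorescence ratio to DMSO below 75%, the collection mean minus 3 SD; inconclusive means too few cells collected in the well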;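 further: signal is porphyrin accumulated inside mitochondria; 100% equals median channel fluorescence of DMSO control wells; lower ratio means ABCB6 inhibition with less porphyrin fluorescence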
aDG glyco up: alpha-DG glycosylation activation; Pro5-aDG cells, alpha-DG glycosylation AlphaScreen (IIH6); 0% Pro5, 100% B10-LARGE cell signal; activation, % at 10 µM; actives 0.22% (n = 360,000); AID 624168;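 active means activation of at least 8% versus controls, or a plate z-score of at least 8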;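 further: Pro5 are CHO cells carrying HIG-tagged alpha-DG that lacks glycosylation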
MC4R ag barr: human MC4R agonism via beta-arrestin. U2OS MC4R beta-arrestin complementation, luminescence; percent of melanotan II response, DMSO zero. actives 0.98% (n = 360,000). AID 540308. P32245. activation, % at 8.9 µM;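 active means activation above a per-plate cutoff, the mean activation of sample wells on that plate plus 3 SD, cut at about 8% in these data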
Granule exo inh: lytic granule exocytosis inhibition | AID 651702 | inhibition, % at 10 µM | TALL-104 LAMP-1 surface exposure, flow cytometry; cells stimulated with thapsigargin and PMA | actives 0.66% (n = 360,000);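 active means inhibition above about 55%, limit read from the data; inconclusive means no clear call, values can overlap the other calls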
N-glyco inh: N-linked glycosylation inhibition; D54 ERlucT glycosylation luciferase reporter, 24 h; percent of 100 nM tunicamycin response; reporter increase, % at 12.5 µM; actives 0.23% (n = 360,000); AID 588692;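 active means mean luciferase reporter signal, scaled so untreated is 0 and the glycosylation-blocking control 100, at or above a set limit in every replicate; inconclusive means mean reaches the limit but not every replicate does; inactive means mean below the limit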;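 further: luciferase carries N-glycosylation sites so blocking glycosylation raises the light; 0% = median of neutral control wells and 100% = median of 100 nM tunicamycin wells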
TLR9-MyD88 block: inhibitors of human TLR9-MyD88 binding. Q9NR96+Q99836. CHO BLA complementation TLR9-MyD88, CCF4 FRET ratio. inhibition, % at 4.98 µM. actives 0.21% (n = 340,000);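 active means inhibition above the mean over all tested compounds plus 3 SD, cut at about 21% in these data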;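 further: 0% = DMSO only wells and 100% = clavulanate BLA inhibitor control wells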
NOD2-RIPK2 inh: NOD2-RIPK2 protein interaction inhibition; CHO BLA complementation NOD2-RIPK2, CCF4 ratio; inhibition, % at 4.98 µM; actives 0.38% (n = 360,000); AID 624267; in the data active means inhibition above about 21%;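 further: 0% = vehicle only and 100% = reference blocker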
The depositor's hits bear a star; ? = inconclusive; . = no result given. Only part of the results is shown; count on the stated rates, not on these rows.

molecule	Granule exo inh	MC4R ag barr	aDG glyco up	NOD2-RIPK2 inh	ABCB6 inh 2	TLR9-MyD88 block	MC4R antag cAMP	Vif imaging	ABHD5-PLIN5 inh	N-glyco inh
Cc1cc(C)c(S(=O)(=O)N2CCOC2CNC(=O)C(=O)NCCCN2CCOCC2)c(C)c1 (configuration not stated)	0	-2.0	0.0	3	91	-11	-3	.	1	.
CC(=O)N(Cc1cccs1)Cc1cc2cc(C)c(C)cc2nc1Cl	-8	-4.7	-0.2	-8	102	-8	3	-8	0	0
Cc1cccc(OCC(=O)Nc2ccc(N3CCN(C(=O)c4ccccc4)CC3)cc2)c1	0	-2.8	0.3	-5	91	1	0	-6	2	-8
COc1cccc(CN2CCN(Cc3cc(OC)c(OC)c(OC)c3)CC2)c1OC	0	-1.3	0.1	9	100	-6	0	-12	5	-1
CN(C(=O)CSc1ncc(C(F)(F)F)cc1Cl)c1c(N)n(Cc2ccccc2)c(=O)[nH]c1=O	-2	1.7	0.3	-5	99	4	7	-14	1	3
O=C(COc1ccccc1)N1CCN(C(=O)COc2ccccc2)CC1	-6	-0.1	-0.2	-11	68*	1	6	0	-10	-1
COC(=O)C(C)(C)ONC(=O)Nc1ccccc1Br	3	1.4	0.0	2	99	-2	14	-6	2	1
CCOc1cc(C)c(S(=O)(=O)NCc2ccccn2)cc1C	-2	-2.1	0.0	-1	99	-7	-2	-6	-3	0
Cc1cc(=O)[nH]n(CCO)c1=O	0	-0.8	-0.2	-3	102	-14	-2	11	-4	0
CCOC(=O)NCc1ccc2c(c1)cc(C)n2C	-2	-0.6	-0.2	-6	104	-1	5	3	-2	-1
O=C1N(Cc2ccccc2)c2ccccc2OC1(F)F	5	-0.6	0.2	-13	90	.	-2	11	5	-1
COc1ccc(C(=O)N[C@H](C(=O)OCc2cc(=O)oc3cc(C)ccc23)C(C)C)cc1	-8	0.0	-0.2	-12	98	-6	4	4	4	0
CC(=O)c1cccc(NC(=O)C(C)N(C)CC(=O)Nc2ccc(Cl)cc2)c1 (configuration not stated)	-2	-0.1	0.1	1	88	-6	6	-13	-3	-1
Cc1ccccc1NC(=O)C1CCCN(S(=O)(=O)c2c(C)noc2C)C1 (configuration not stated)	0	1.3	0.5	-10	90	-1	10	-13	-1	2
c1ccc(Cc2nnc3n2N=C(c2ccccc2)CS3)cc1	1	1.1	0.6	-12	97	10	-7	-2	1	-2
NNc1nc(-c2ccccc2)cc(-c2ccc(Br)cc2)n1	-16	2.8	0.2	-4	102	-7	0	-19	7	2
COc1cc(C(=O)N[C@@H](C)C(=O)N2CCC3(CC2)NCCc2[nH]cnc23)cc(OC)c1OC	0	1.0	0.0	-9	100	0	2	12	3	1
Clc1ccc(OCc2nnc3n2N=C(c2ccc4c(c2)OCCO4)CS3)c(Cl)c1	-2	1.1	0.5	-1	99	-16	11	4	2	0
COc1ccc(-c2n[nH]c(=S)nc2-c2ccc(OC)cc2)cc1	-7	-0.3	-0.2	-8	95	-4	4	41	-2	2
O=C(CNC(=O)c1ccccc1)N/N=C/c1ccc([N+](=O)[O-])s1	-2	-2.2	12*	4	102	-11	-14	23	-9	3
CC1CCN(S(=O)(=O)c2ccc3c(c2)N(CC(=O)NCCN2C(C)CCCC2C)C(=O)CS3)CC1 (configuration not stated)	-1	-2.3	0.0	-7	92	1	0	12	-7	-1
COc1ccc(NC(=O)C2Cc3c(-c4ccccc4Oc4ccccc4)ccnc3O2)cc1 (configuration not stated)	-2	0.4	-0.1	-6	96	.	8	-11	2	-4
Cc1cc(C)c(C#N)c(OCC(=O)c2ccccc2)n1	3	-0.1	-0.1	1	93	5	2	-3	-2	-3
Cc1ccc(NC(=O)C2CC(=O)n3c(nc4ccccc43)N2)cc1C (configuration not stated)	-4	0.0	-0.1	2	102	-9	1	0	4	-1
O=C(CSc1nc(Nc2ccccc2)nc(N2CCOCC2)n1)Nc1cccc([N+](=O)[O-])c1	6	-1.7	-0.1	6	101	2	2	-11	2	-8
CCn1c(SCC(=O)NCc2cccs2)nnc1-c1ccco1	0	-1.1	-0.3	11	77	5	5	-8	2	2
N#C/C(=C(/O)COC(=O)c1ccc(Cl)c(S(=O)(=O)N2CCOCC2)c1)c1nc2ccccc2[nH]1	-3	-1.1	-0.2	-2	102	5	17	1	-1	1
Cc1ccc(NC(=O)c2cnccn2)nc1	15	-3.1	-0.2	-3	94	7	-1	0	4	-2
CN(Cc1ccc(C(F)(F)F)cc1)C(=O)C1CC(=O)N(Cc2ccco2)C1 (configuration not stated)	-2	2.1	1.2	-5	99	2	-6	6	16	-1
CCS(=O)(=O)NCC(c1ccco1)N1CCN(c2ccccc2F)CC1 (configuration not stated)	2	-0.9	-0.3	12	94	-1	7	.	3	1

Filtered by structure, those above containing a thiophene ring, fused or not
molecule	Granule exo inh	MC4R ag barr	aDG glyco up	NOD2-RIPK2 inh	ABCB6 inh 2	TLR9-MyD88 block	MC4R antag cAMP	Vif imaging	ABHD5-PLIN5 inh	N-glyco inh
CC(=O)N(Cc1cccs1)Cc1cc2cc(C)c(C)cc2nc1Cl	-8	-4.7	-0.2	-8	102	-8	3	-8	0	0
O=C(CNC(=O)c1ccccc1)N/N=C/c1ccc([N+](=O)[O-])s1	-2	-2.2	12*	4	102	-11	-14	23	-9	3
CCn1c(SCC(=O)NCc2cccs2)nnc1-c1ccco1	0	-1.1	-0.3	11	77	5	5	-8	2	2

Among those listed so far, these contain an aryl thioether with sulfur outside any ring:
molecule	Granule exo inh	MC4R ag barr	aDG glyco up	NOD2-RIPK2 inh	ABCB6 inh 2	TLR9-MyD88 block	MC4R antag cAMP	Vif imaging	ABHD5-PLIN5 inh	N-glyco inh
CN(C(=O)CSc1ncc(C(F)(F)F)cc1Cl)c1c(N)n(Cc2ccccc2)c(=O)[nH]c1=O	-2	1.7	0.3	-5	99	4	7	-14	1	3
O=C(CSc1nc(Nc2ccccc2)nc(N2CCOCC2)n1)Nc1cccc([N+](=O)[O-])c1	6	-1.7	-0.1	6	101	2	2	-11	2	-8
CCn1c(SCC(=O)NCc2cccs2)nnc1-c1ccco1	0	-1.1	-0.3	11	77	5	5	-8	2	2

Next section:
molecule	Granule exo inh	MC4R ag barr	aDG glyco up	NOD2-RIPK2 inh	ABCB6 inh 2	TLR9-MyD88 block	MC4R antag cAMP	Vif imaging	ABHD5-PLIN5 inh	N-glyco inh
CC(Oc1ccc(Cl)cc1Cl)C(=O)NCCCn1ccnc1 (configuration not stated)	1	-0.1	0.4	4	94	-1	13	0	3	-1
CN1/C(=C\C(=O)Nc2ccc(F)cc2)C(C)(C)c2ccccc21	-1	1.6	0.0	-3	100	1	14	4	-6	-2
O=C(CNC(=O)c1ccc(N2C(=O)c3ccccc3C2=O)cc1)OCC(=O)c1cccc2ccccc12	0	-2.2	-0.2	5	96	-1	19	-3	-2	2
CN1CCN(c2ccccc2NC(=O)c2ccc(N3CCCCC3)c([N+](=O)[O-])c2)CC1	6	-0.6	0.2	2	87	-12	0	-3	4	1
COc1cc(OC)c2c(-c3ccccc3)cc(=O)oc2c1C(CCN1CCCC1)c1ccc2c(c1)OCO2 (configuration not stated)	-1	-0.4	0.0	-6	97	-11	2	-6	22*	-4
Cc1nc(C)c(C(=O)Nc2ccccc2-c2ccccc2)o1	2	-0.6	0.7	-1	105	-8	12	-4	-10	1
CCC(CC)C(=O)c1c[nH]c(C(=O)NCCCN2CCOCC2)c1	-4	0.3	-0.2	-4	98	-4	19	7	-1	1
CN1C(C(=O)Nc2ccc(OC(F)(F)F)cc2)=CC(c2ccc3c(c2)OCO3)=NS1(=O)=O	3	2.6	-0.1	-6	98	-2	7	-6	-7	2
COc1ccc(NC(=O)c2cccs2)cc1NC(=O)c1ccco1	-1	-1.6	0.0	-3	90	2	6	-1	-3	0
O=C(CSc1ccc2nnc(-c3ccccn3)n2n1)Nc1cccc(F)c1	9	-3.4	-0.1	3	99	-4	4	-1	6	4
CC(=O)/C=C1\SC(CC(=O)O)C(=O)N1c1ccccc1 (configuration not stated)	-2	0.9	0.2	-18	101	-14	-3	5	-11	2
CCOc1ccc(NC(=O)CSc2nnc(Cc3cccn3C)n2-c2ccc(F)cc2)cc1	-2	-0.7	-0.2	2	97	-3	4	-2	6	-2
COc1cccc(CNC(=O)COC(=O)CCc2cc(OC)c(OC)c(OC)c2)c1	0	-2.2	0.0	-7	98	6	5	?	-6	-1
COc1ccc(OCc2cccc(C(=O)O)c2)cc1	-2	2.7	-0.4	-14	99	-7	7	-2	2	-10
Cc1ccccc1CC1CCN(CCCNC(=O)Nc2ccccc2)CC1	63*	-1.5	0.0	5	105	-4	6	-4	-1	-1
Cn1c(=O)cc(Nc2ccccc2)c2c(=O)n(-c3ccccc3)c(=O)n(-c3ccccc3)c21	6	-0.5	-0.1	0	96	6	3	3	3	-3
CCCN(Cc1cc2cc(C)ccc2[nH]c1=O)S(C)(=O)=O	3	-2.7	-0.2	-6	98	3	4	6	0	3
CCC(C)(C)NC(=O)COc1ccc(OCc2ccccc2)cc1	6	0.8	-0.3	3	95	-1	12	-5	-2	0
COc1cccc2c(=O)c3c(oc12)CCCC3	0	-1.4	-0.3	-20	97	-2	-5	-3	-6	0
CCOC(=O)[C@H](CCc1ccccc1)N[C@@H](C)C(=O)N1CCC[C@@H]1C(=O)O	5	0.4	0.2	-4	97	-15	8	11	1	0
CC1CN(CC(O)COc2ccc(C#N)cc2)CCN1CC(O)COc1ccc(C#N)cc1 (configuration not stated)	3	0.4	0.4	-5	94	6	6	-5	-1	3
COc1ccccc1N(CC(=O)NCCc1ccccc1)C(=O)CCC(=O)Nc1ccccn1	17	0.3	-0.1	-7	86	-1	0	-4	1	1
CCCCNC(=O)CSc1nc2cc3c(cc2c(=O)n1Cc1ccco1)OCO3	2	-0.5	0.5	5	94	9	14	-2	1	1
NC(=S)Nc1nccc(-c2cccs2)n1	-1	-0.8	-0.1	1	102	-5	-1	-1	1	4
CC(C)C[C@H]1CN(CCCC[C@H]2CNC(=O)C(=O)N2CCc2ccccc2)C(=O)C(=O)N1CCC1CCCCC1	-5	.	0.2	-6	89	.	.	.	5	.
CC(C)N1CCc2c(sc(NC(=O)c3ccc([N+](=O)[O-])o3)c2C(N)=O)C1	-4	-8.7	-0.7	15	98	13	-25	-2	3	-24
O=C(Cn1cnc([N+](=O)[O-])c1)Nc1ccccc1C(F)(F)F	-7	1.1	-0.2	0	101	-3	16	-3	-4	0

Source: PubChem BioAssay (several laboratories)
